Bioassay records from PubChem BioAssay.
p53ts 39C tox – kills p53ts cells at the nonpermissive temperature | H1299-p53A138V viability at 39C, ATP luminescence, 24 h | Potency, µM (series often up to 46.1 µM), inactives show at the highest dose activity change, negative = cell killing, actives largely listed as cytotoxic | 130,000 compounds, 1.5% hits | AID 902; also: nearly all actives have a fitted effect of over 55% in size
p53ts 32C kill – p53ts cell cytotoxicity, permissive temperature | H1299-p53A138V at 32C, ATP luminescence viability, 24 h | Potency, µM (titrated, usually from 46.1 µM), for inactives: at the highest dose activity change, negative = cytotoxicity, most hits filed as cytotoxic | 130,000 compounds, 0.93% hits | AID 924;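 also: 0% = DMSO and -100% = full killing by reference compound; nearly all actives have a fitted effect of over 55% in size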
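Cells: H1299 p53ts (A138V), 600/well, pre-incubated 16–30 h at 37C. Cpd up to 46 uM, 24 h, 32C. Readout: ATPlite luminescence, 20 min RT. Normalization: DMSO vs tamoxifen 100 uM. AC50 by Hill equation.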
Imprint erasure – genomic imprint erasure induction; AID 1948; 110,000 compounds, 0.02% hits; Potency, µM (doses to about 60.7 µM), without a hit: at the highest dose activity change, positive = activation, hits mostly activators; mouse ES Peg3-LacZ reporter, beta-gal luminescence, 40 h;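 also: 0% = negative control wells on the plate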
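Imprint erasure is scored as LacZ activity from the silenced maternal Peg3 allele in feeder-free female ES cells cultured 40 h with LIF. Luminescence is normalized to in-plate negative controls and fitted to the Hill equation.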
IkB signaling – inhibitors of IkB signaling in ABC-DLBCL cells; ABC-DLBCL IkBa-CBG/CBR dual luciferase ratio, 4 h; response scale: scaled: untreated 0%, proteasome inhibitor 100%; 110,000 compounds, 0.04% hits; Potency, µM (doses to about 57.1 µM), without a hit: at the top dose IkBa stabilization activation; AID 445; active = well fitted curve in the direction sought with a large enough effect in the signal ratio, not every such curve was filed as active; inconclusive = small, poorly fitted or top-dose-only effect, or a change in a side signal; the % refers to the signal ratio;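 also: the direction sought is a rising ratio; 0% = basal untreated cells and 100% = reference inhibitor full response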
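Curves were fitted separately to fusion (green), unfused (red) and ratio luminescence, then classed by r2, magnitude and activity. Cells: OCI-Ly3, 4 h compound plus doxycycline at 37C; 10 uM MG-132 defined full response.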
An asterisk follows results filed as active; ? = inconclusive; · = not tested or not shown; [ ] = another dose, or the depositor's remark. Unless noted, calls follow the shape of the dose curve; as a rule, active = well fitted curve in the direction sought with a large enough effect; inconclusive = small, poorly fitted or top-dose-only effect, or another doubt; inactive = no such curve, though single readings can be large; an effect the other way counts as inactive or inconclusive. Unless noted, % is scaled to controls: 0 for no effect and ±100 for the full control effect; potency is read from the fitted curve at half-maximal effect. Rows were taken by chance; 1.7% or so of the library scored in one or more.

SMILES | p53ts 39C tox | p53ts 32C kill | Imprint erasure | IkB signaling
COc1ccc(C)cc1Nc1nc2cc(Cl)c(Cl)cc2nc1-n1nc(C)cc1C | 7% | 8% | 28%[10.9 µM] | ?
CCC(C)NC(=O)c1ccccc1NC(=O)CN1C(=O)c2cccc3cccc1c23 (configuration not stated) | 12% | 3% | 16%[10.9 µM] | 1.2%
CCOc1cc(S(=O)(=O)n2ccnc2C(C)C)ccc1Cl | 39%[activator] | 15% | 15%[10.9 µM] | ?
Cc1ccc(NS(=O)(=O)c2cnc(N)nc2)c(C)c1 | -25% | -1% | -8%[10.9 µM] | 1.4%
C#CCOc1nc(OCC#C)nc(OCC#C)n1 | 9% | -2% | -8% | 1.3%
Cc1ccccc1NC(=O)C(=O)NCC1(c2ccccc2)CCCC1 | ? | -1% | -13%[10.9 µM] | ?
COc1ccc(C)cc1-n1c(N)c(C#N)c(C#N)c1-c1ccc(OC)c(OC)c1OC | 8% | 7% | -6% | 0.0%
CC(=O)N1CCN(C)CC1 | -11% | -8% | 5% | 0.4%
CCc1cccc(C)c1N(C(=O)Cn1c(CO)nc2ccccc21)C(C)COC (configuration not stated) | 3% | 1% | · | ·
Cc1cc(C(=O)CSc2nnc(-c3ccco3)o2)c(C)n1CC1COc2ccccc2O1 (configuration not stated) | -5% | -7% | -17% | 1.5%
COC(=O)c1ccccc1NC(=O)c1cnc2sccn2c1=O | -5% | 3% | 2% | 0.4%
O=S(=O)(c1ccc2ccccc2c1)N1CCN(S(=O)(=O)N2CCOCC2)CC1 | 7% | 6% | -8% | 2.5%
O=C(Nc1ccccc1OC(F)F)c1ccc(Br)o1 | 12% | 1% | -3% | -1.7%
COc1ccc(NC(=O)C2CCN(S(=O)(=O)c3cccc(-c4noc(C)n4)c3)CC2)cc1OC | -15% | 6% | -9%[10.9 µM] | -1.2%
N#CC1=C(N)SC(N)=C(C#N)C1c1ccnc2ccccc12 | 24% | 37%[activator] | -16% | 0.0%
CCCCOc1ccc(S(=O)(=O)Nc2ccc(-c3ccc(N4CCC(C)CC4)nn3)cc2)cc1 | -8% | -16% | -14%[10.9 µM] | ?
COc1cccc(NC(=O)CCN2CCN(C)CC2)c1 | -6% | -5% | -23% | 0.9%
CCNc1sc(C(=O)c2cccs2)c(N)c1-c1nc2ccccc2s1 | -2% | 3% | -56%[inhibitor] | ?
O=c1c2ccccc2[nH]c(=S)n1Cc1cccnc1 | 15% | 10% | -1% | 1.2%
COc1ccccc1CN1CCC2(CC1)CCN(C(=O)c1cccc(F)c1)CC2 | 7% | -12% | · | 1.0%[11.4 µM]

Entries of single compounds as entered above. Screens in order: p53ts 39C tox	p53ts 32C kill	Imprint erasure	IkB signaling
O=c1c2ccccc2[nH]c(=S)n1Cc1cccnc1 is entered as 15%	10%	-1%	1.2%
CCNc1sc(C(=O)c2cccs2)c(N)c1-c1nc2ccccc2s1 is entered as -2%	3%	-56%[inhibitor]	?
O=C(Nc1ccccc1OC(F)F)c1ccc(Br)o1 is entered as 12%	1%	-3%	-1.7%
Cc1ccc(NS(=O)(=O)c2cnc(N)nc2)c(C)c1 is entered as -25%	-1%	-8%[10.9 µM]	1.4%

The listing continues.
SMILES | p53ts 39C tox | p53ts 32C kill | Imprint erasure | IkB signaling
COc1cccc(NC(=O)CCN2C(=O)c3ccccc3Sc3ncccc32)c1 | 40%[activator] | -1% | -19%[10.9 µM] | -1.2%
O=C(NC(O)C(=O)c1ccccc1)c1cccs1 (configuration not stated) | -4% | -7% | -19% | ?
C=CCC(CC=C)(CNC(=O)C(=O)Nc1ccc(C)cc1)c1ccccc1 | 10% | -2% | -13%[10.9 µM] | ?
CCCCCCN(C(=O)CCCCCN1C(=O)NC(c2ccc(-c3ccccc3)cc2)C(C(=O)OCc2ccccc2)=C1C)C(C(=O)NCCCC)c1ccc(O)cc1 (configuration not stated) | 3% | 15% | -11% | ·
COc1ccc(CCNS(=O)(=O)c2ccc(N3CCCCS3(=O)=O)cc2)cc1 | 1% | -12% | 7%[10.9 µM] | -0.6%
O=C(NCc1ccc(F)cc1)c1cc2ccccn2n1 | -7% | 2% | -20% | 2.1%
Cc1cccc(C)c1NC(=O)C1CCN(S(=O)(=O)c2cccc3nsnc23)CC1 | 26% | 11% | 10%[10.9 µM] | ?
COC(=O)c1ccc(C(NC(=O)OCc2ccccc2)/C(=C/[C@@H](C)C(=O)NCc2ccccc2)c2cccnc2)cc1 (some centres not stated) | 12% | 3% | -14% | ·
CC1=C(c2ccccc2)[N+](=O)C2(CCCC2)N1[O-] | 7% | 5% | -2% | 7.2%
CCN(CC)CCNC(=O)C1CCCN(c2nnc(C)c3c(C)n(-c4ccc(Cl)cc4)nc23)C1 (configuration not stated) | ? | -7% | -11%[10.9 µM] | -1.2%
CN(Cc1nc(-c2cccnc2)no1)S(=O)(=O)c1ccc2ccccc2c1 | 6% | -2% | -18% | 2.0%
COc1cccc(C(C(=O)NCc2ccco2)N(Cc2ccco2)C(=O)Cn2nnc3ccccc32)c1 (configuration not stated) | 29% | 3% | · | ·
O=C(Nc1nc(-c2cccs2)cs1)c1ccc(Cl)s1 | 7% | -16% | -18% | ?
O=c1c(-c2ccccc2)nc2cncnc2n1Cc1ccc(F)cc1 | -7% | -6% | · | -1.4%[11.4 µM]
CC(C)Cn1c(N)c(C(=O)COC(=O)C2CCCCC2)c(=O)n(C)c1=O | -12% | -10% | -8% | ?
Cc1ccc(C)c(N2CCN(c3nc4ccccc4c4nc(-c5cccnc5)nn34)CC2)c1 | 20% | 5% | -10%[10.9 µM] | -1.4%
Cc1ccc(CN2CCc3nc(N4CCN(C)CC4)ncc3C2)cc1 | -14% | -6% | -15%[10.9 µM] | 0.2%
Cc1nn(C(C)(C)C)c(OC(=O)C2CCCC2)c1S(=O)(=O)c1ccccc1 | 2% | 13% | -21% | -1.7%
Cc1c(O)cc(O)c2c(=O)c(-c3ccc(O)cc3)coc12 | 1% | 4% | 2% | ·
CCOc1ccc(C(=O)N(Cc2ccc(N(C)C)cc2)C2CCS(=O)(=O)C2)cc1 (configuration not stated) | 7% | 6% | -5% | 1.6%
CCOc1ccc(OCc2ccc(C(=O)N3CCOCC3)cc2)cc1 | 18% | -6% | · | ·
Cc1cc(C)c(S(N)(=O)=O)c(C)c1-n1cnnn1 | -11% | 0% | 21% | 0.3%
Cc1ccc(NC(=O)CN2C(=O)C(c3ccc(F)cc3)=NC2(C)C)c(C)c1 | -11% | 7% | -2%[10.9 µM] | 0.4%
Cc1cccc(C(=O)N2c3ncnn3C3(CCCCC3)[C@@H]3CCCC[C@@H]32)c1 | 13µM* | -4% | -9%[10.9 µM] | -0.8%
Cc1ccc(CNC(=O)C2COc3ccccc3C2)cc1 (configuration not stated) | 15% | 4% | -11%[10.9 µM] | -2.2%
COc1ccc(-c2nnc3n2N=C(c2cccc(Br)c2)CS3)cc1OC | 0% | -2% | -14% | -2.1%
O=C(Cn1c(=O)n(Cc2ccco2)c(=O)c2ccccc21)Nc1cccc(F)c1 | -4% | 0% | ? | 7.8%
COc1ccc(C2C(C(=O)O)CC(=O)N2C2CCCCC2)cc1 (configuration not stated) | 11% | 1% | 0% | 0.9%
O=C(CNc1c(Br)cc(Br)cc1Br)NN=C1CCCCC1 | -4% | -2% | · | ·
CCOC(=O)CC1Sc2ccccc2NC1=O (configuration not stated) | 6% | 0% | 2% | 0.5%
CCCCn1c2ccc(F)cc2c2nnc(SCCN3CCCCC3)nc21 | 0% | 2% | -7%[10.9 µM] | -3.3%
COC(=O)c1cc(NC(=O)c2cnc(SC)nc2-c2ccccc2)cc(C(=O)OC)c1 | -2% | 14% | -12%[10.9 µM] | 1.2%
Cc1cccc(OCCSc2nc3ccc(NC(=O)COc4ccccc4C)cc3s2)c1 | ? | -21% | -10%[10.9 µM] | -1.3%
Cc1ccccc1NC(=O)c1c(NC(=O)Cc2ccccc2)sc2c1CCC2 | 33%[activator] | 14% | -12%[10.9 µM] | -3.6%
CCc1ccc(CNC(=O)c2cc3cc4ccc(OC)cc4nc3o2)cc1 | 22% | 3% | 10%[10.9 µM] | -4.1%
CCOC(=O)N1CCN(S(=O)(=O)c2ccc(C)c(C)c2)CC1 | 4% | 6% | -2% | -1.4%
COCCCn1c(-c2ccco2)nc2ccccc2c1=O | -3% | 4% | -6% | -4.1%
CCOC(=O)c1c(C)oc2nc(C)nc(NCCc3ccc(C)cc3)c12 | -7% | -3% | 13%[10.9 µM] | ?
COCc1c(C)cc(C)c(/C=N/O)c1C | 16% | 2% | 0% | 0.8%
COc1ccc(-n2nnnc2C2CCN(S(=O)(=O)c3ccc(F)cc3Cl)CC2)cc1 | -12% | 5% | -8%[10.9 µM] | ?

Part of the list above, limited to p53ts 32C kill.
structure	p53ts 32C kill
O=C(CNc1c(Br)cc(Br)cc1Br)NN=C1CCCCC1	-2%
Cc1cccc(OCCSc2nc3ccc(NC(=O)COc4ccccc4C)cc3s2)c1	-21%
Cc1ccc(CNC(=O)C2COc3ccccc3C2)cc1 (configuration not stated)	4%
COc1ccc(-c2nnc3n2N=C(c2cccc(Br)c2)CS3)cc1OC	-2%

Next part
SMILES | p53ts 39C tox | p53ts 32C kill | Imprint erasure | IkB signaling
COC(=O)c1ccc(CSc2nnc3c(Cl)cc(Cl)cn23)o1 | -7% | 7% | 3% | 0.3%
O=C(Nc1ccc(-c2cn3ccccc3n2)cc1)c1cc(Br)ccc1O | 9%[9.22 µM] | 6%[9.22 µM] | 0%[10.9 µM] | 3.2%[11.4 µM]
O=P(O)(O)CP(=O)(O)O | 0% | 1% | -8% | 0.8%
O=C(CN1CCOCC1)Nc1ccc(OCc2ccccc2)cc1 | -5% | -8% | -14% | -0.5%
c1csc(-c2ncc3ccccn23)c1 | 8% | 6% | -17% | ?
CCOc1ccc(CN(C(=O)c2cc(=O)c3cc(Cl)ccc3o2)C2CCS(=O)(=O)C2)cc1 (configuration not stated) | -9% | 9% | 15%[10.9 µM] | 1.4%
CCOC(=O)C1C(=O)N(C(=O)c2ccc(OC)cc2)CC1c1ccccc1 (configuration not stated) | 6% | -20% | -7% | 0.7%
CC(=O)Nc1sc2c(c1C(c1cccs1)N1CCOCC1)CCCC2 (configuration not stated) | -1% | -11% | 4% | 5.9%
O=C(O)c1cccc(-n2cnc3cccnc32)c1 | 6% | -10% | 8%[10.9 µM] | -0.1%
Cc1cc(C)cc(OCC(=O)N2CCC(c3nc4ccccc4o3)CC2)c1 | 18% | -10% | 11%[10.9 µM] | ?
CC(C)(C)OC(=O)N1CCC(c2c(C(=O)NC3CCCCC3)cnn2-c2cccc(F)c2)CC1 | -20% | 2% | 5%[10.9 µM] | ?
Cc1ccc(CNC(=O)c2ccccc2NS(C)(=O)=O)cc1 | 7% | 0% | -4% | -0.2%
O=C(CSCc1nc2ccccc2[nH]1)N1CCN(c2ccc(F)cc2)CC1 | 0% | -5% | -22% | ?
O=c1[nH]c(Cl)nc2c1ncn2C1OC(CO)C(O)C1O (configuration not stated) | 8% | -7% | 1% | ·
CN1c2ccccc2-c2nc3ccccc3n2C1c1ccccn1 (configuration not stated) | -4% | 1% | · | ·
CCC12CN3CC(C)(CN(C1)C3c1c(C)[nH]c3ccccc13)C2=O (configuration not stated) | -8% | 6% | 4%[10.9 µM] | ?
COc1ccccc1CN1CCC2(CC1)CCN(C(=O)c1c(C)noc1C)CC2 | -5% | -5% | · | -0.4%[11.4 µM]
CCc1cc2c(c(CC)n1)CCC(=O)N2Cc1ccc(-c2ccccc2-c2nn[nH]n2)cc1 | 7% | 13% | -3% | 0.3%
CC(NC(=O)c1cccs1)C(=O)NC1=NCCS1 (configuration not stated) | 6% | 5% | 16% | 2.2%
COCCNC(=O)CN(C(=O)CCC(=O)Nc1nccs1)c1ccccc1OC | 0% | -3% | -2% | -0.7%
N[C@H](CCC(=O)NCS(=O)(=O)O)C(=O)O | -8% | 3% | · | -2.8%

Two entries from above, as labelled records:
SMILES: Cc1cc(C)c(S(N)(=O)=O)c(C)c1-n1cnnn1
- p53ts 39C tox: -11%
- p53ts 32C kill: 0%
- Imprint erasure: 21%
- IkB signaling: 0.3%
SMILES: Cc1ccc(NC(=O)CN2C(=O)C(c3ccc(F)cc3)=NC2(C)C)c(C)c1
- p53ts 39C tox: -11%
- p53ts 32C kill: 7%
- Imprint erasure: -2%[10.9 µM]
- IkB signaling: 0.4%
